BoNT-F LC inh: blocks Botulinum neurotoxin F light chain protease | Multiplex microsphere protease cleavage assay, flow cytometry | 360,000 tested, 0.22% active | inhibition, % at 10 µM; in the data active = inhibition above about 35%, passing the limit was not always enough; inconclusive = no clear call, values can overlap the other calls; note: plate controls were buffer without enzyme for full effect and enzyme alone for no effect
CCHFV vOTU inh: blocks the CCHF virus ovarian tumor domain protease; CCHFV vOTU protease, Pep-AMC fluorescence; inhibition, % at 11.5 µM; 370,000 tested, 0.55% active; in the data active = inhibition above about 30%; note: 0% = vehicle wells with enzyme and 100% = no enzyme wells
Rv3671c protease: inhibits the M. tuberculosis serine protease Rv3671c. AID 2606. inhibition, % at 5.96 µM. 320,000 tested, 0.048% active. P9WHR9; in the data active = inhibition above about 38%;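 note: extracellular domain of Rv3671c used as enzyme; 0% = enzyme with DMSO and 100% = no enzyme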
SARS 3CLpro inh: SARS-CoV 3CLpro protease inhibition; recombinant SARS-CoV 3CLpro, quenched FRET peptide cleavage; inhibition, % at 6 µM; 290,000 tested, 0.14% active; AID 1706; in the data active = inhibition above about 12%
SSB-PriA inh: blocks PriA binding to SSB C-terminal tail. inhibition, % at 33 µM. AID 1272365. 430,000 tested, 0.6% active. AlphaScreen SSBct-PriA binding, biotinylated peptide; in the data active = inhibition mostly above about 37%, no sharp cut-off; inactive = mostly below about 20%;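 note: plate controls were negative control peptide for no effect and reference peptide for full effect; strong numbers were not always called active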
BoNT A protease: blocks Botulinum neurotoxin A light chain protease. multiplex microsphere protease substrate cleavage, flow cytometry. inhibition, % at 10 µM. 360,000 tested, 0.17% active; note: plate controls were buffer without enzyme for full effect and enzyme alone for no effect
Anthrax LF prot: anthrax lethal factor protease inhibition; multiplex microsphere protease cleavage assay, LF; inhibition, % at 10 µM; 360,000 tested, 0.12% active; AID 588501; note: plate controls were buffer without enzyme for full effect and enzyme alone for no effect
Target sequence (P15917 whole entry, looked up): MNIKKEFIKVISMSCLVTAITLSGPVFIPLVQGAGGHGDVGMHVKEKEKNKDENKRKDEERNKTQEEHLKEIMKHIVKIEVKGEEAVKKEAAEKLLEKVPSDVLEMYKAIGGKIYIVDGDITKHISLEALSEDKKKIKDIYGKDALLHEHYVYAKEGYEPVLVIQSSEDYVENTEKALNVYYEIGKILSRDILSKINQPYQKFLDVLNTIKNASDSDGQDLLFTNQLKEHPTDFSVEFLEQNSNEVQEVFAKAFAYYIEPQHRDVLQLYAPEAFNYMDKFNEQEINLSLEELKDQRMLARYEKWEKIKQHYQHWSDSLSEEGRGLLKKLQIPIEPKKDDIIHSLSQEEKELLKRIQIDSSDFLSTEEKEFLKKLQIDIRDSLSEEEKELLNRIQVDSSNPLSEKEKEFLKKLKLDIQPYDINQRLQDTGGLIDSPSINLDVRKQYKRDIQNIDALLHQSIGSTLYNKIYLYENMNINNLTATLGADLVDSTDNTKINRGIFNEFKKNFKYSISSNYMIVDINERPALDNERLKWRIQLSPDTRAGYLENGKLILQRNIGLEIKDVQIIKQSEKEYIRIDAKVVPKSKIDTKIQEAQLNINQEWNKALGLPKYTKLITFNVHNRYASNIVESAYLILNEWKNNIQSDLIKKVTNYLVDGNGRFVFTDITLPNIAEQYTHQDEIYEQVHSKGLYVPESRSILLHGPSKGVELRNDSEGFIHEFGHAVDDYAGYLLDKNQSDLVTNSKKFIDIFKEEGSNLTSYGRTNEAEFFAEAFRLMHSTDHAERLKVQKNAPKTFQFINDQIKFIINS
VHR inh abs: inhibitors of human VHR1 phosphatase (DUSP3). inhibition, % at 13.3 µM. 290,000 tested, 0.52% active. AID 1654. P51452. recombinant VHR phosphatase, pNPP absorbance; in the data active = inhibition above about 50%; note: some compounds called inactive have numbers as strong as hits
Target sequence (P51452 whole entry, looked up): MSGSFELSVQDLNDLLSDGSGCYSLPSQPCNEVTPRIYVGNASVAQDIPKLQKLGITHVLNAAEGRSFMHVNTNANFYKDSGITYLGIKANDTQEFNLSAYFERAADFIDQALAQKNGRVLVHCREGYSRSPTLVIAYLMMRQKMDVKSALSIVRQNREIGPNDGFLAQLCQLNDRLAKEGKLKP
PrPC surface inh: cell surface PrPC inhibition, primary TR-FRET screen; P04156; TR-FRET read-out; inhibition, % at 13.8 µM; 370,000 tested, 0.43% active; AID 720596; in the data active = inhibition above about 24%; note: 0% = median of the test wells and 100% = reference compound wells
MazEF act: activators of E. coli MazEF toxin-antitoxin RNase | activation, % at 20 µM | FAM/BHQ RNA-DNA oligo cleavage fluorescence, 5 h | P0AE70 | AID 504720 | 350,000 tested, 0.32% active; in the data active = activation above about 50%
Target sequence (P0AE70 whole entry, looked up): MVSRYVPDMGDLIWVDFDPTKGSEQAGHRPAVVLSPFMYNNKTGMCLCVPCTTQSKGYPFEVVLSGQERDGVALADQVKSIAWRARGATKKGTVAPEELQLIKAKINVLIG
* hit, by the source's call; i = inactive; ? = inconclusive; · = not tested or not shown; ! = not confirmed by another sample. Cut-off read from the data, not from the text of the source, unless noted: active = inhibition above about 30%; inconclusive = no clear call, values can overlap the other calls; inactive = below that. This is a subset; the hit share may differ from the screen's.

no. | SMILES | BoNT-F LC inh | CCHFV vOTU inh | Rv3671c protease | SARS 3CLpro inh | SSB-PriA inh | BoNT A protease | Anthrax LF prot | VHR inh abs | PrPC surface inh | MazEF act
1 | Cc1ccc(-n2cc(CNCCc3cscn3)c(-c3ccc(F)cc3)n2)cc1 | -14 | -4 | 2 | 3 | 8 | -1.1 | 0 | 38 | 3 | -7
2 | CC(C)NC(=O)c1c(CSc2ccccc2)noc1C(=O)NCc1ccccc1 | 1 | 0 | -7 | · | -8 | -0.5 | -2 | 22 | 6 | -16
3 | COc1ccccc1CNC(=O)CCS(=O)(=O)c1ccc2c(c1)CCN2C(C)=O | 7 | -1 | -4 | -1 | -6 | 1.4 | -2 | -2 | -5 | -3
4 | Cc1sc2c(c1C)c(=O)n(-c1ccccc1)c1nnc(C)n21 | -2 | 7 | -6 | -3 | -14 | -0.3 | -2 | 2 | 1 | 1
5 | CCOCCc1c(O)nc(SCCOc2ccc(C)c(C)c2)[nH]c1=O | 1 | 0 | 0 | 6 | -2 | -0.7 | -3 | -15 | -1 | -3
6 | CCc1ccc(CN(C)C(=O)CCc2nnc(-c3ccc(-c4ccccc4)cc3)o2)nc1 | -8 | -5 | -6 | 5 | 0 | 0.6 | 3 | 44 | 10 | -6
7 | COc1ccc(OC)c(-c2cc(C(=O)Nc3cc(C)on3)no2)c1 | 7 | -7 | 0 | 2 | -6 | ? | -8 | 8 | 7 | -10
8 | COCC(=O)OCC(=O)Nc1ccc(Cl)cc1[N+](=O)[O-] | -5 | -7 | -5 | 2 | -9 | -0.4 | -2 | -2 | -26 | 21
9 | CN1C(=O)C2(Nc3ccccc3-c3nc4ccccc4n32)c2ccccc21 (centres undefined) | -2 | 2 | 1 | -4 | -2 | -1.6 | -5 | 17 | -12 | -2
10 | C=CCN(C(=O)c1csnn1)C(C(=O)NCc1ccc(F)cc1)c1cccs1 (centres undefined) | 0 | 1 | 1 | 0 | -16 | -0.2 | -1 | 14 | 12 | 5
11 | O=C(OC(c1ccccc1)c1nccc2ccccc12)c1ccccc1 (centres undefined) | -14 | 3 | · | · | -9 | -0.3 | 5 | · | 2 | 3
12 | O=C(O)CCCc1ccc2ccc3cccc4ccc1c2c34 | 6 | 3 | -2 | 9 | -9 | 0.1 | 7 | 17 | 5 | -15
13 | CCN(CC)CCCN(Cc1cc2cc3c(cc2[nH]c1=O)OCO3)C(=S)NCCCN(C)C | ? | -31 | 0 | -6 | -12 | 2.9 | 0 | 70 | 1 | 7
14 | c1ccc(CN(Cc2ccccc2)c2c3c(nc4ncnn24)CCC3)cc1 | ? | 0 | -9 | 1 | -2 | 0.8 | 9 | 8 | -1 | 1
15 | CN(C)C(=O)CNc1ccn2nc(-c3cccc(Cl)c3)cc2n1 | -6 | -5 | · | · | · | -0.3 | 1 | · | -1 | ·
16 | Cc1cc(C)nc(SCc2ccc(C(=O)N/N=C/c3cccnc3)cc2)n1 | 1 | · | -3 | -1 | · | -0.1 | 3 | 11 | · | ·
17 | O=C(CCN1CCN(Cc2ccccc2)CC1)Nc1cccc(Cl)c1 | -12 | -1 | -4 | -8 | -3 | -3.0 | -26 | 26 | -13 | -4
18 | CCOc1ccccc1NC(=O)COC(=O)c1cnc(C)cn1 | -2 | 6 | -10 | · | -12 | 1.2 | -2 | · | 3 | 7
19 | Cc1nc(NC(=O)COC(=O)CCC(=O)c2cccs2)c(Cl)cc1Cl | 6 | -12 | 1 | 2 | 1 | -0.3 | 1 | -2 | 3 | 4
20 | COc1ccc(/C=N/NC(=O)Cn2nc([N+](=O)[O-])cc2C)c(OC)c1OC | ? | 11 | 8 | 1 | i | -1.2 | 5 | -15 | -3 | 15
21 | COc1ccc(S(=O)(=O)N2CCCCC2)cc1NC(=O)c1cccnc1SC | 2 | -7 | 1 | 0 | -2 | -0.8 | -1 | 5 | 5 | 1
22 | COc1ccc(C2CC(c3cccs3)=NN2c2ccc(C=O)cc2)cc1 (centres undefined) | · | 0 | -1 | 1 | -130 | · | · | -8 | 3 | -363
23 | CC(C)NC(=O)NC(=O)COC(=O)c1cc[n+]([O-])cc1 | -7 | -15 | 5 | 2 | -12 | -0.2 | -1 | 2 | -4 | -8
24 | O=c1c2ccccc2nc2ccc(N3CCOCC3)nn12 | -11 | 12 | 6 | -1 | -12 | -0.2 | 2 | 26 | -10 | 0
25 | COc1ccc(N2C(=O)CC(Sc3ncn[nH]3)C2=O)c(OC)c1 (centres undefined) | -3 | 55* | 0 | 1 | -2 | 0.6 | -1 | -4 | 11 | 7
26 | CCc1nccn1S(=O)(=O)c1ccc2ccc(C)cc2c1 | 3 | 2 | -13 | -7 | -12 | 0.9 | -5 | -4 | 3 | 7
27 | C=CCNC(N)=S | -2 | -7 | 3 | 2 | -4 | 0.5 | -3 | -4 | 4 | -3
28 | CC(C)(C)C(=O)CSc1ncnc2c1cnn2-c1ccccc1 | ? | -4 | -4 | -1 | -3 | -5.9 | 0 | 9 | -3 | -7
29 | Oc1c(Cl)cc(Cl)c2cccnc12 | -6 | 9 | · | 3 | 83*! | -0.2 | 2 | 32 | -1 | 1
30 | O=C(COc1cccc(C(F)(F)F)c1)Nc1ccc(S(=O)(=O)N2CCCCC2)cc1 | -12 | 1 | -35 | · | -7 | -1.4 | -4 | · | 7 | -7
31 | Clc1cccc(OCCCn2ccnc2)c1 | -21 | 1 | 12 | 4 | 2 | -2.5 | 17 | 18 | 7 | 5
32 | Cc1ccc(/C=C/C(=O)NC2CCS(=O)(=O)C2)cc1 (centres undefined) | 1 | -19 | 0 | -2 | 3 | -0.5 | -7 | 22 | 2 | 10
33 | CCn1c(=O)c(C(=O)NCCc2ccccc2)c(O)c2ccccc21 | -8 | -1 | -16 | -5 | -21 | -0.1 | -5 | -1 | 3 | -4
34 | CCC(NC(=O)Cn1cnc2c(=O)n(C)c(=O)n(C)c21)c1ccccc1 (centres undefined) | -11 | -5 | 1 | 2 | -8 | -0.3 | -8 | 18 | 1 | -8
35 | COc1ccc(C)cc1N(C(=O)c1cccc(F)c1)c1nc2ccccc2s1 | 1 | -16 | -14 | 1 | -5 | -0.1 | -1 | 13 | 1 | -1
36 | COc1ccc(/C=N/n2c(C)nc3ccccc3c2=O)cc1 | -24 | -2 | 2 | 0 | · | -2.5 | -4 | 26 | 0 | 7
37 | CCc1ccc(-n2ccc(=O)c(C(=O)O)n2)cc1 | 22 | 2 | -5 | -4 | -2 | -1.9 | -1 | -6 | 4 | 6
38 | CCOc1ccc(-n2c(SCC(=O)Nc3ccccc3C)n[nH]c2=O)cc1 | -17 | 1 | -4 | -3 | -10 | -2.7 | -8 | 14 | -2 | 6
39 | O=C(c1cc2c(ccc3ccccc32)o1)N1CCN(c2ncc(C(F)(F)F)cc2Cl)CC1 | 4 | 14 | 1 | 4 | 2 | 0.5 | -5 | 11 | 4 | -8
40 | CCn1c(SCC(=O)NC2CCCc3ccccc32)nnc1-c1ccncc1 (centres undefined) | 2 | -12 | 7 | -3 | 8 | 0.2 | -1 | 8 | 7 | -2
41 | COc1ccc2c(=O)cc(-c3cccnc3)oc2c1OC | -2 | 4 | -5 | -4 | -6 | 3.5 | -4 | 23 | -8 | -4
42 | Cc1ccc2nc(COC(=O)c3cccnc3Cl)cc(=O)n2c1 | -6 | -1 | · | · | · | -0.6 | -6 | · | -11 | 5
43 | O=C(NCCc1ccccc1)C1CCN(S(=O)(=O)c2ccc(-c3nn[nH]n3)cc2)CC1 | -2 | -4 | 1 | 0 | -7 | 0.1 | -2 | -5 | 2 | 4
44 | CCOCCn1c(CN2CCCCC2)nc2c1c(=O)n(C)c(=O)n2C | -13 | 6 | 0 | 1 | -17 | -0.5 | -5 | -2 | 5 | 0
45 | Cc1cc(C(=O)COC(=O)c2ccc(N)c([N+](=O)[O-])c2)c(C)n1-c1ccc2c(c1)OCO2 | -2 | -13 | -27 | 1 | 1 | -0.6 | -4 | -4 | 3 | 5

Screen by screen, quoted from above:
Entries 31–40 in BoNT-F LC inh, in turn: -21, 1, -8, -11, 1, -24, 22, -17, 4, 2
Entries 31–40 in PrPC surface inh, in turn: 7, 2, 3, 1, 1, 0, 4, -2, 4, 7

More results
no. | SMILES | BoNT-F LC inh | CCHFV vOTU inh | Rv3671c protease | SARS 3CLpro inh | SSB-PriA inh | BoNT A protease | Anthrax LF prot | VHR inh abs | PrPC surface inh | MazEF act
46 | CCC(=O)N1CCc2cc(S(=O)(=O)NCCC(=O)Nc3cc(C)cc(C)c3)ccc21 | -8 | 7 | 3 | -7 | -10 | -1.1 | -10 | 0 | 1 | -3
47 | Oc1ccc2c(c1)C1CCCC1(N1CCOCC1)O2 (centres undefined) | 1 | 12 | 10 | 0 | -1 | 0.6 | 1 | -5 | -11 | 9
48 | C=CCN1C(=O)CSC1=Nc1ccc(O)cc1 | 0 | 0 | 0 | 1 | -18 | ? | -6 | -37 | 10 | 1
49 | Cc1cccc(CN2CCN(CC(=O)N3CCCC3)C2=O)c1 | 6 | -5 | 0 | 0 | -4 | 0.6 | -1 | 29 | -2 | 9
50 | CCCCOc1ccc(/C(O)=C2/C(=O)C(=O)N(CCN(C)C)C2c2ccc(O)c(OC)c2)cc1 (centres undefined) | -3 | 19 | 5 | -5 | · | -0.5 | -8 | -3 | -11 | 0
51 | COC(=O)C1=CN(CC2CCCO2)C=C(C(=O)OC)C1c1cccc(O)c1 (centres undefined) | 2 | -238 | 0 | 0 | -21 | -0.4 | 0 | 12 | -8 | 5
52 | CCCCn1c(=NC(=O)c2cccnc2)c(C(=O)OCC)cc2c(=O)n3ccccc3nc21 | 7 | -38 | · | -9 | -24 | 3.8 | 1 | 2 | -11 | 4
53 | O=C(NC1(C(F)(F)F)NC(=O)N(C2CCCC2)C1=O)C1CC1 (centres undefined) | 2 | 5 | -3 | 5 | 1 | 0.9 | 1 | 3 | 3 | 3
54 | Cc1cc(CN2CCC(n3nccc3NC(=O)c3ccccc3Cl)CC2)cc(C)c1O | -6 | -8 | -3 | -6 | -12 | 1.5 | 1 | 1 | -9 | 8
55 | COc1ccc(CCNC(=O)c2ccc3c(c2)OCO3)cc1 | 2 | 6 | 3 | 2 | -1 | 64* | 3 | 15 | -2 | 10
56 | N#Cc1c(SCC(=O)O)nc(N2CCCCC2)c2c1CCCC2 | -20 | 8 | -9 | 4 | 1 | 0.1 | 1 | -6 | 11 | 2
57 | COc1cccc(-n2cn[nH]c2=S)c1 | 0 | 1 | 3 | 2 | -7 | 0.2 | -1 | 2 | -3 | 5
58 | Cn1c(CNc2ccccc2)cc(=O)n(C)c1=O | -10 | 6 | -4 | -6 | -14 | -1.0 | -2 | 8 | 0 | -2
59 | COc1ccc(S(=O)(=O)N=C2C=C(C)C(=O)C(C)=C2)cc1 | -1 | 1 | -18 | -3 | -10 | -1.0 | 0 | 13 | 1 | 7
60 | COCCCNC(=S)N1CCCN(c2nc3cc(C)ccc3cc2C#N)CC1 | 0 | 7 | -5 | -6 | -16 | 3.8 | 9 | 22 | -6 | -2
61 | Cc1ccc2c(CC(=O)OCC(=O)Nc3ccc(Cl)cn3)coc2c1 | 0 | -4 | 2 | -4 | -21 | 0.6 | -2 | -10 | 2 | -3
62 | CCc1cc(C(c2ccc(F)cc2)N2CCOCC2)c(NC(=O)c2ccccc2)s1 (centres undefined) | -2 | 5 | -2 | 3 | -19 | -0.4 | -5 | 11 | -3 | -6
63 | CC(C)Cc1cc(C(=O)N2CCCC(C(=O)c3cc(F)ccc3F)C2)n(C)n1 (centres undefined) | 8 | 8 | 3 | -1 | -6 | 2.6 | 7 | -15 | 4 | 4

Structures listed so far with a cyano group, in the order listed:
no. | SMILES | BoNT-F LC inh | CCHFV vOTU inh | Rv3671c protease | SARS 3CLpro inh | SSB-PriA inh | BoNT A protease | Anthrax LF prot | VHR inh abs | PrPC surface inh | MazEF act
56 | N#Cc1c(SCC(=O)O)nc(N2CCCCC2)c2c1CCCC2 | -20 | 8 | -9 | 4 | 1 | 0.1 | 1 | -6 | 11 | 2
60 | COCCCNC(=S)N1CCCN(c2nc3cc(C)ccc3cc2C#N)CC1 | 0 | 7 | -5 | -6 | -16 | 3.8 | 9 | 22 | -6 | -2

Screening data (PubChem BioAssay)
